# Bioassay records as filed in PubChem.
# DENV2 CPE = protects cells from dengue virus 2 cytopathic effect; DENV2-infected cells, cytopathic effect rescue, plate reader; CPE inhibition, % at 9.99 µM; 1.7% of 350,000 active; AID 651640; in the data active = CPE inhibition above about 20%, passing the limit was not always enough; inconclusive = no clear call, values can overlap the other calls; tested in BHK-21 cells;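 also: 0% = median of neutral control wells and 100% = median of positive control wells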
# SIRT5 block = sirtuin-5 (human) deacylase inhibition; inhibition, % at 15 µM; 1.1% of 330,000 active; Q9NXA8; Purified SirT5, succinyl-peptide AMC, trypsin-coupled fluorescence; in the data active = inhibition above about 15%; inconclusive = no clear call, values can overlap the other calls
# ERp5 inh = ERp5 (human) disulfide isomerase inhibition. Q15084. ERp5 insulin aggregation, absorbance 650 nm, 90 min. inhibition, % at 9.99 µM. 0.05% of 350,000 active. AID 651711;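 active = mean replicate inhibition above about 25%, with every replicate also reaching it, limit read from the data, passing the limit was not always enough; inconclusive = only one of those two criteria met; inactive = neither criterion met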
# F508del corr = correctors of CFTR F508del function in bronchial epithelial cells; CFBE cells, YFP halide quenching; stimulated with forskolin plus potentiator P3; % fluorescence drop versus neutral controls; activity (quench increase), % at 7.58 µM; 0.36% of 350,000 active; AID 720511;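 active = mean added fluorescence quench of at least 8% versus neutral control, with both replicates also reaching 8%; inconclusive = only one of the mean or replicate conditions met; inactive = mean below 8% and not both replicates reaching 8%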;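 also: cells transiently co-express mutant CFTR-F508del with the halide-sensitive YFP; corrector assay measuring rescue of mutant channel to the surface after 24 h compound exposure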
# miR122 inh = blocks miR-122 activity in Huh7 sensor cells; 0.3% of 340,000 active; Huh7 miR-122 Renilla luciferase sensor, 48 h; neutral wells = 0, positive control = 100; activation (reporter increase), % at 12.5 µM; AID 602342;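 active = mean replicate activation score at least 90 and every replicate individually at or above 90; inconclusive = only one of the two criteria met; inactive = neither criterion met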;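 also: higher luciferase means less miR-122 activity so hits act as miR-122 inhibitors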
# Casp6 inh = inhibitors of human caspase-6; inhibition, % at 12.5 µM; P55212; 0.53% of 350,000 active; purified caspase-6, Z-VEID-R110 cleavage fluorescence;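 active = mean inhibition across replicates at least about 35%, with every replicate also reaching that limit, limit read from the data; inconclusive = only one of the two criteria met; inactive = neither criterion met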;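 also: 0% = median of neutral control wells and 100% = no fluorescence left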
# ERAP1 HTS inh = inhibitors of human ERAP1 aminopeptidase; Q9NZ08; inhibition, % at 10.7 µM; AID 652197; 0.15% of 340,000 active; recombinant ERAP1, Leu-AMC fluorescence, 60 min;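 active = mean replicate inhibition of at least 30%, or all replicates individually reaching that 30% level; inactive = mean below 30% and not every replicate reaching it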;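 also: 0% = neutral control wells and 100% = L-leucinethiol positive control wells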
# Target sequence (Q9NZ08 whole entry, looked up): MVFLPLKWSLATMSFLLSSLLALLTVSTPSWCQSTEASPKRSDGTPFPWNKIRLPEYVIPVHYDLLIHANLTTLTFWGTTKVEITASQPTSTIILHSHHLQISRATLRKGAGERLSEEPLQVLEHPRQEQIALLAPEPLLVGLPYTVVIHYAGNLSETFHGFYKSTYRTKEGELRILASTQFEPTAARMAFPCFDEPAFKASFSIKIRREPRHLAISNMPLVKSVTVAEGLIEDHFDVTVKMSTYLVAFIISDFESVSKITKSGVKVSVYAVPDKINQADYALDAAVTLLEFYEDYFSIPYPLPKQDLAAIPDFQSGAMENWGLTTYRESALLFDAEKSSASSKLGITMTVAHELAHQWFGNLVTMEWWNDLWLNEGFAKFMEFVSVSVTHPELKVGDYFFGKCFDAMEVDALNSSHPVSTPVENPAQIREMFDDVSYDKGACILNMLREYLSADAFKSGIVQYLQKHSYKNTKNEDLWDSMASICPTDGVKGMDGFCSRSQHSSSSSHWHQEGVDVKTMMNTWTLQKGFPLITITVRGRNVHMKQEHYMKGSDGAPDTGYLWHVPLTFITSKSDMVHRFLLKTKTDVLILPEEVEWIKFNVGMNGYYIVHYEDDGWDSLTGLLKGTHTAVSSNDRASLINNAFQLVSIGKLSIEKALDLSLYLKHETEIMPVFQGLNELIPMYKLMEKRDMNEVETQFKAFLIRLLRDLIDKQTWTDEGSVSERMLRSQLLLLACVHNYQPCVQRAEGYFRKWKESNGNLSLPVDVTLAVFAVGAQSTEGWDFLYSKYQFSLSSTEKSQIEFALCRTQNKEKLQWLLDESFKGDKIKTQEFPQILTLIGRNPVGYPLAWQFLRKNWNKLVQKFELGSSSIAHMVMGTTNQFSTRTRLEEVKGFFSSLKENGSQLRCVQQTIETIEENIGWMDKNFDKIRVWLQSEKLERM
# * marks the source's active call; other numbers are inactive results; ? = inconclusive; / = no result given; [ ] = remark or other dose.
1. CC(SCc1cc(=O)n2c([nH]c3ccccc32)c1C#N)C(=O)O (stereo not drawn)
2. NS(=O)(=O)c1ccc(CCNS(=O)(=O)c2cccs2)cc1
3. CCN(CC)c1ccc(O)c(C=Nc2ccc(C)c(C)c2)c1
4. CC1CCN(CC2C(=O)O[C@@H]3C[C@@]4(C)CCC[C@H](C)C4=C[C@H]23)CC(C)(C)C1 (stereo partly drawn)
5. C/C=C/c1ccc([C@H]2[C@H]3CN(C(=O)Nc4ccc(OC)cc4)CCCCN3[C@H]2CO)cc1
6. CN1CCC(Oc2ccccc2Sc2ccc(C(F)(F)F)cc2)CC1
7. Cc1ccc(NC(=O)c2cc(-c3ccc(C)c(C)c3O)n[nH]2)cc1C
8. O=C(C1CCC1)N1CCCCN2[C@H](CO)[C@@H](c3ccc(-c4cccc(F)c4)cc3)[C@H]2C1

Screen / compound no.	1	2	3	4	5	6	7	8
DENV2 CPE	2.8	/	11.1	10.9	18.9	0.9	7.9	10.0
SIRT5 block	0.2	-1.0	13.4	-0.2	2.5	/	-3.6	-0.4
ERp5 inh	2.0	1.1	5.6	1.4	0.0	3.6	2.7	1.1
F508del corr	7.8	5.1	-4.9	-3.7	1.6	/	-1.9	-1.5
miR122 inh	/	-8.0	4.4	-11.5	8.9[16.7 µM]	/	-9.1	-0.9[16.7 µM]
Casp6 inh	9.0	1.8	2.1	-0.9	-5.7	1.5	1.0	-1.9
ERAP1 HTS inh	1.3	-4.4	5.6	1.6	0.4	10.4	2.3	-1.3

9. Cc1cc(OCC(=O)N2CCOCC2)ccc1[N+](=O)[O-]
10. O=C(c1ccco1)N1CCN(C(=O)C2c3ccccc3Oc3ccccc32)CC1
11. COc1ccc(N(CC(=O)NC(C)C)C(=O)CCC(=O)Nc2ccccn2)cc1
12. O=C(NCCNC(=O)Oc1cccc2ccccc12)Oc1cccc2ccccc12
13. CCCc1nc2ccc(Cl)cn2c1Cc1ccsc1
14. O=C(COC(=O)c1ccccc1Cl)NC(=O)NCc1ccccc1
15. COc1ccc(OC)c(NC(=O)C2(C)CCN2Cc2ccccc2Cl)c1 (stereo not drawn)
16. COc1ccc(CN2C[C@H](O)COC[C@@H]3O[C@@H](CC(=O)N4CCc5ccccc5C4)CC[C@H]32)cc1

Screen / compound no.	9	10	11	12	13	14	15	16
DENV2 CPE	2.2	-1.8	5.9	11.5	-9.7	1.7	2.4	-3.6
SIRT5 block	3.2	-0.8	2.3	25.5*	-2.1	-3.6	1.8	-2.4
ERp5 inh	-1.5	0.3	-5.9	-10.3	-5.7	-2.9	-1.4	-0.1
F508del corr	-1.0	-1.9	-0.6	-1.9	2.5	/	2.7	0.2
miR122 inh	-9.4	/	1.5	21.1	-3.6	/	6.3	-0.7[16.7 µM]
Casp6 inh	3.5	1.1	-1.9	5.3	1.8	-1.4	0.1	0.6
ERAP1 HTS inh	-7.5	7.6	2.6	-0.1	/	3.8	-2.1	0.6

17. C(=N\N1CCN(Cc2ccccc2)CC1)/c1ccccc1
18. O=C(Nc1ccc2c(c1)OCCO2)c1ccc(Br)s1
19. CCCCn1c(N)c(N(CC(C)C)C(=O)C2CCN(S(=O)(=O)c3ccc(F)cc3)CC2)c(=O)[nH]c1=O
20. O=C(Nc1cccc(Cl)c1)N1C[C@H]2[C@@H](c3ccccc31)[C@H](CO)N2C(=O)c1ccncc1
21. COc1ccc(S(=O)(=O)N2C[C@@H](O)COC[C@H]3O[C@H](CC(=O)NCCN4CCCCC4)CC[C@@H]32)cc1
22. Cc1noc(C)c1S(=O)(=O)N(C)C[C@H]1Oc2ccc(NC(=O)c3ccncc3)cc2CC(=O)N([C@H](C)CO)C[C@H]1C
23. Cc1cc(=O)n2[nH]c(SCc3ccccc3Cl)nc2n1
24. COc1ccccc1C#Cc1cnc2c(c1)C(=O)N([C@H](C)CO)C[C@@H](C)[C@@H](CN(C)C(C)=O)O2

Screen / compound no.	17	18	19	20	21	22	23	24
DENV2 CPE	-0.7	/	3.2	6.3	-1.7	9.0	0.6	5.4
SIRT5 block	-3.2	-0.5	7.4	-0.6	/	6.0	0.3	-1.8
ERp5 inh	1.1	-3.4	0.1	-3.4	/	9.7	0.4	5.5
F508del corr	-4.0	-3.0	0.6	-0.4	4.1	-0.5	2.4	-2.3
miR122 inh	-6.4	6.4	/	-7.1[16.7 µM]	3.1[16.7 µM]	/	-0.9	-0.6[16.7 µM]
Casp6 inh	1.7	-0.4	5.1	4.0	/	2.5	-3.2	0.2
ERAP1 HTS inh	/	-2.8	-3.3	-6.4	/	-1.6	2.2	-0.1

25. Cc1nnc(NC(=O)c2nc(S(=O)(=O)Cc3ccccc3)ncc2Cl)s1
26. CCOc1ccccc1C(=O)OCC(=O)NCCNC(=O)COC(=O)c1ccccc1OCC
27. Cc1ccc(S(=O)(=O)N2CCN(C(=O)COC(=O)CSc3ccc(C)c(C)c3)CC2)c(C)c1
28. O=C(COC(=O)C1CC(=O)N(Cc2ccco2)C1)Nc1ccccc1[N+](=O)[O-] (stereo not drawn)
29. C[C@@H]1CN([C@H](C)CO)S(=O)(=O)c2ccc(-c3ccncc3)cc2O[C@H]1CN(C)Cc1cncnc1
30. C[C@@H]1CCCCO[C@@H](CN(C)C)[C@@H](C)CN([C@H](C)CO)C(=O)c2cc(NC(=O)Cc3ccccc3)ccc2O1
31. CC(C)CC(NS(=O)(=O)c1ccccc1S(=O)(=O)NC(CC(C)C)C(=O)O)C(=O)O (stereo not drawn)
32. COCC(=O)N1CC2(C1)[C@@H](c1ccc(-c3cccc(C)c3)cc1)[C@@H](CO)N2C(=O)C1CC1

Screen / compound no.	25	26	27	28	29	30	31	32
DENV2 CPE	0.6	2.5	-2.0	-6.9	-0.4	?	-13.1	6.0
SIRT5 block	0.4	-3.5	3.8	-7.0	1.1	0.6	/	-0.4
ERp5 inh	2.6	8.1	-0.3	0.9	-3.1	0.7	-3.4	-3.4
F508del corr	2.4	2.3	-0.3	2.8	0.2	1.8	-0.4	-0.8
miR122 inh	-4.4	/	-0.1	-3.2	-0.6[16.7 µM]	2.4[16.7 µM]	0.3	/
Casp6 inh	4.6	-1.2	-5.7	4.3	4.5	-3.7	-0.9	2.3
ERAP1 HTS inh	4.4	1.7	-1.8	-1.7	1.1	-1.5	-1.1	0.4

33. COc1ccc(-c2oc(NC(=O)CSc3ncn[nH]3)c(C#N)c2-c2ccc(OC)cc2)cc1
34. COc1ccc2[nH]c(C(=O)O)c(NS(=O)(=O)c3ccc(C)c(C)c3)c2c1
35. COc1ccc(C)cc1NC(=O)C1CCCN(S(=O)(=O)c2ccc3[nH]c(=O)ccc3c2)C1 (stereo not drawn)
36. COc1ccc2nc(C(F)(F)Cl)c(C#N)c(N)c2c1
37. Cc1cccc(-n2nc(C)c3c2NC2=C(C(=O)CCC2)C3c2ccccn2)c1 (stereo not drawn)
38. CCOc1ccc(S(=O)(=O)NCC2(N3CCCCC3)CCCCC2)cc1
39. Nc1ccc(C(=O)Oc2ccc([N+](=O)[O-])cc2)cc1
40. CC(C(=O)Nc1ccccc1C(=O)O)n1c(C(F)(F)F)nc2ccccc21 (stereo not drawn)

Screen / compound no.	33	34	35	36	37	38	39	40
DENV2 CPE	0.0	-1.3	0.3	6.1	/	-4.4	10.9	-0.9
SIRT5 block	-1.9	2.8	-1.7	0.6	-6.1	-1.5	-0.9	0.1
ERp5 inh	9.1	-0.6	5.8	-0.2	-5.6	9.9	2.7	-5.2
F508del corr	0.2	0.0	-0.7	-3.5	2.9	2.0	-0.1	0.7
miR122 inh	/	-1.2	/	/	/	3.1	/	-2.3
Casp6 inh	3.6	2.3	7.0	-4.4	3.5	-1.1	-2.1	0.0
ERAP1 HTS inh	1.5	-2.2	-1.5	-5.6	-2.5	-1.5	-0.1	-5.7

# Rewritten with bars between the fields: entries from further up
nr | Molecule | DENV2 CPE | SIRT5 block | ERp5 inh | F508del corr | miR122 inh | Casp6 inh | ERAP1 HTS inh
34 | COc1ccc2[nH]c(C(=O)O)c(NS(=O)(=O)c3ccc(C)c(C)c3)c2c1 | -1.3 | 2.8 | -0.6 | 0.0 | -1.2 | 2.3 | -2.2
35 | COc1ccc(C)cc1NC(=O)C1CCCN(S(=O)(=O)c2ccc3[nH]c(=O)ccc3c2)C1 (stereo not drawn) | 0.3 | -1.7 | 5.8 | -0.7 | / | 7.0 | -1.5
36 | COc1ccc2nc(C(F)(F)Cl)c(C#N)c(N)c2c1 | 6.1 | 0.6 | -0.2 | -3.5 | / | -4.4 | -5.6

# (next part)
41. O=[N+]([O-])c1ccc(Oc2ccc(-c3cnc4ccccc4n3)cc2[N+](=O)[O-])cc1
42. CC1(C)CC(NC(=O)COc2ccc(Cl)cc2Cl)CC(C)(C)N1
43. CC(C)NC(=O)Nc1ccc2c(c1)C(=O)N(C)[C@H]1CC[C@@H](CC(=O)Nc3ccccc3)O[C@H]1CO2
44. COc1ccc(NC(=S)N2CCC(NC(=O)c3cccc(C)c3)CC2)cc1
45. O=C(NCC[C@@H]1CC[C@H](NC(=O)C2CCCC2)[C@@H](CO)O1)c1cc(Cl)cc(Cl)c1
46. Cc1oc(-c2ccccc2F)nc1CS(=O)(=O)CC(=O)NCCCN1CC(C)CC(C)C1 (stereo not drawn)
47. CN(c1ccccc1)S(=O)(=O)c1cccc(NC(=O)CCNC(=O)c2ccc([N+](=O)[O-])cc2)c1
48. O=C(C[C@@H]1C=C[C@@H](NC(=O)C2CCC2)[C@H](CO)O1)NC1CCC1

Screen / compound no.	41	42	43	44	45	46	47	48
DENV2 CPE	6.0	0.1	4.1	-1.3	12.4	10.3	-7.1	0.9
SIRT5 block	5.7	-1.2	3.5	2.7	-2.4	12.4	-1.1	5.0
ERp5 inh	8.8	6.8	-0.9	3.1	4.2	6.0	1.7	0.6
F508del corr	/	0.0	0.8	1.4	-1.5	0.1	-1.7	-1.5
miR122 inh	7.2	-2.9	5.3[16.7 µM]	/	14.5[16.7 µM]	0.3	-3.5	3.3[16.7 µM]
Casp6 inh	0.0	-0.6	1.0	-1.6	3.3	-8.7	1.2	1.7
ERAP1 HTS inh	-1.7	4.0	-2.2	3.3	-3.9	-0.9	-2.0	0.2

49. CCOC(=O)N1CCN(Cc2nc(-c3cccc(Cl)c3)no2)CC1
50. Cc1nc2sc(C(c3ccc(C(C)C)cc3)N3CCN(CCO)CC3)c(O)n2n1 (stereo not drawn)
51. COC(=O)[C@@H](Cc1c[nH]c2ccccc12)NC(=O)c1ccc2c(c1)OCO2
52. COc1ccc(C2CC(c3ccc(F)cc3)=NN2c2ccccc2)cc1OC (stereo not drawn)
53. COc1ccc(/C=C/C(=O)N(C)C2CCCCC2)cc1Br
54. Cc1ccc(Cn2c(C)c(C(=O)NCc3ccc(Cl)c(Cl)c3)sc2=O)cc1
55. C[C@@H]1CN([C@@H](C)CO)C(=O)Cc2cc(NC(=O)NC3CCCCC3)ccc2O[C@H]1CN(C)S(=O)(=O)c1cn(C)cn1
56. C=CCN(c1ccccc1)S(=O)(=O)c1cccc(C(=O)N2CC(C)CC(C)C2)c1 (stereo not drawn)
57. O=C([C@@H]1[C@@H](CO)[C@@H]2Cn3c(cccc3=O)[C@H]1N2)N1CCc2ccccc2C1
58. Cc1ccc(-n2cc(CNC(C)Cn3cncn3)c(-c3ccc(F)cc3)n2)cc1 (stereo not drawn)

Screen / compound no.	49	50	51	52	53	54	55	56	57	58
DENV2 CPE	-2.5	-14.1	-2.2	9.3	-2.8	2.5	10.2	15.6	0.9	0.7
SIRT5 block	0.8	0.0	-2.0	-4.5	-1.1	/	5.7	-10.1	0.7	-7.8
ERp5 inh	-4.7	-7.3	0.3	1.3	1.5	16.3	-0.7	2.8	3.3	1.0
F508del corr	0.2	-3.0	4.1	0.0	2.9	-0.2	0.6	0.4	/	0.3
miR122 inh	-5.3	-10.7	/	-0.9	0.2	/	-2.4[16.7 µM]	/	/	/
Casp6 inh	/	0.1	3.1	1.1	/	-3.7	0.4	7.2	0.8	0.4
ERAP1 HTS inh	-1.7	-3.7	-0.8	-1.4	-0.7	/	-0.8	-0.4	0.4	4.4
